Screens as filed in PubChem BioAssay.
SIAH1 antagonists = Siah-1 peptide-binding antagonists, primary screen, biochemical, fluorescence polarization, rhodamine-plectin, uHTS (AID 1817). E3 ubiquitin-protein ligase SIAH1 (Homo sapiens). Siah-1 / rhodamine-plectin peptide fluorescence polarization; higher % means a stronger effect. displacement, % at 20 µM; hits with a dose series show IC50 in µM. 290,000 compounds, 0.02% hits;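 active = displacement of at least 50% at 20 µM, with a fluorescence ratio check between 0.3 and a set limit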;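 note: plate controls were Siah plus tracer with DMSO for no effect and tracer alone without Siah for full effect; strong numbers were not always called active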
HIV peptide binding = inhibitors of HIV fusion peptide binding, primary screen, biochemical, uHTS, fluorescence dequenching (AID 1986); cell-free peptide binding, fluorescence dequenching, 30 min; higher % means a stronger effect; inhibition, % at 20 µM; hits with a dose series show IC50 in µM; 290,000 compounds, 0.3% hits; in the data active = inhibition mostly above about 52%, no sharp cut-off; inactive = mostly below about 76%; note: some results filed as inactive read as strong as hits
Hep lipid drop = inhibitors of hepatocyte lipid droplet formation, primary screen, imaging, high-throughput imaging, BODIPY stain. AML12 mouse hepatocytes, oleate lipid droplets. inhibition, % at 6.5 µM. 240,000 compounds, 0.4% hits. AID 1656, 2009;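 active = lipid droplet intensity inhibited by at least 50%, with more than 500 cells counted; inconclusive = wells with under 300 cells, treated as cytotoxic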
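Material – mouse AML12 hepatocyte cell line, fixed after treatment · Compound dosing – one dose, 6.5 µM compound · Times – compound with oleate, overnight · Measured by – Image-based BODIPY and DAPI two-channel analysis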
Myeloid diff 2 = induction of myeloid progenitor differentiation, primary screen, cell-based, flow cytometry, MLPCN library | ER-HoxA9 myeloid progenitors, lysozyme-GFP differentiation | calls only at 10 µM | 360,000 compounds, 1% hits;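 active = normalized GFP-positive differentiation at or above the plate's own cutoff, the solvent-only control mean plus 3 SD; inconclusive = no clear call, values can overlap the other calls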;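 note: cells exposed to compound for four days before flow analysis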
HEK293 NOD2/NF-kB = NOD2 signaling inhibitors, cell-based, luminescence, uHTS, HEK293 (AID 1566) | 290,000 compounds, 0.63% hits | HEK293 NOD2/NF-kB luciferase reporter, luminescence; higher % means a stronger effect | inhibition, % at 4 µM, or EC50 in µM where a hit was titrated; note: many of its hits are not listed in these tables
XIAP antagonists = XIAP antagonists, biochemical, IAP family, fluorescence polarization (AID 1018); E3 ubiquitin-protein ligase XIAP (Homo sapiens); XIAP BIR domain, fluorescence polarization peptide displacement; higher % means a stronger effect; one-dose displacement, % at 20 µM; IC50 in µM for titrated hits; 200,000 compounds, 0.007% hits; in the data active = displacement above about 50%; note: a part of the inactive calls stands beside numbers as strong as those of hits
NS5 inhibitors = Dengue-2 NS5 methyltransferase inhibitors, primary screen, biochemical, confirmation dose response (AID 588689) | Genome polyprotein (Dengue virus type 2 (strain 16681-PDK53)) | Dengue-2 NS5 methyltransferase capping enzyme assay, biochemical; higher % means a stronger effect | inhibition, % at 25 µM; hits with a dose series show IC50 in µM | 340,000 compounds, 0.3% hits; in the data active = a potency from the dose series; inconclusive = inhibition above about 29% without an active follow-up result
LYP phosphatase = inhibitors of LYP phosphatase, biochemical, fluorescence intensity, uHTS (AID 1779) | Tyrosine-protein phosphatase non-receptor type 22 (Homo sapiens) | recombinant LYP phosphatase, fluorescence intensity; higher % means a stronger effect | inhibition, % at 11.5 µM, or IC50 in µM where a hit was titrated | 290,000 compounds, 0.054% hits;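 note: plate controls were vehicle with enzyme for no effect and no enzyme for full effect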
AID2073 = inhibitors of Mint1-CaV2.2 protein interaction, biochemical, HTRF (AID 2073) | one-dose inhibition, % at 20 µM; IC50 in µM for titrated hits | HTRF protein-protein interaction, Mint1-CaV2.2; higher % means a stronger effect | 290,000 compounds, 0.19% hits; in the data active = inhibition mostly above about 51%, no sharp cut-off; inconclusive = no clear call, values can overlap the other calls; inactive = mostly below about 53%; note: some results filed as inactive read as strong as hits
Hep lipid drop cells 6.5 µM = recorded beside Hep lipid drop, whose call it bears; cell count; measured here: cell count, cytotoxicity flag;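 cells counted across two imaged fields per well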
NS5 inhibitors pilot replicate = also measured in NS5 inhibitors; calls as there; inhibition, %; measured here: pilot screen replicate inhibition
Myeloid diff 2 GFP+ MAC1+ % = recorded beside Myeloid diff 2, whose call it bears; GFP+ MAC1+ double positive, %; measured here: differentiation confirmed by MAC1 staining
* = called active by the depositor; i = inactive; u = inconclusive; x = no result given; + = active, no number. Cut-off read from the data, not from the text of the source, unless noted: active = inhibition above about 50%; inactive = the rest. An excerpt (hit frequency here may not be typical).

SMILES	SIAH1 antagonists	HIV peptide binding	Hep lipid drop	Hep lipid drop cells 6.5 µM	Myeloid diff 2	Myeloid diff 2 GFP+ MAC1+ %	HEK293 NOD2/NF-kB	XIAP antagonists	NS5 inhibitors	LYP phosphatase	AID2073	others
CCC(C)(C(=O)NC1CCCC1)N(CC1CCCO1)C(=O)CNC(=O)c1ccccc1 (configuration not stated)	-4%	-1.6%	-17	779	i	0.4	-3%	0.6%	2%	0%	4%
COc1ccc(C(=O)Nc2nccs2)cc1	8%	0.0%	-1	784	i	0.7	-42%	x	-2%	-9%	38%
CC(CC(=O)Nc1ccc(S(=O)(=O)Nc2ncccn2)cc1)c1ccccc1 (configuration not stated)	11%	-1.2%	8	669	i	0.4	4%	x	0%	-8%	5%
CCNC(=O)COC(=O)c1sccc1C	-4%	0.4%	0	619	i	0.4	-5%	-3.7%	-3%	-1%	27%
O=C(N/N=C/c1cccnc1)c1ccccc1OCc1ccc(Br)cc1	-1%	-0.2%	-7	751	i	1.1	-9%	-13%	-5%	-3%	-4%
Nn1c(=O)c2ccccc2n2c(SCc3ccccc3)nnc12	-3%	0.4%	-2	741	x	x	-41%	-5.8%	-4%	-6%	16%
CC1CN(S(=O)(=O)c2cccc(C(F)(F)F)c2)CN1C(=O)N1CCOCC1 (configuration not stated)	1%	-1.6%	-6	774	i	0.6	0%	x	3%	-9%	1%
COc1ccc(NC(=O)c2cc(-c3ccc(OC)c(OC)c3)on2)cc1OC	1%	0.7%	8	726	i	0.7	-5%	-1.3%	-2%	4%	7%
COc1ccc(Nc2nc(-c3cccs3)cs2)c(OC)c1	4%	1.2%	x	x	i	1.5	-90%	-10%	-11%	-7%	-9%
COc1ccc(Cl)cc1N(C(=O)c1ccco1)C(C(=O)NC1CCCC1)c1ccco1 (configuration not stated)	10%	6.0%	-24	771	i	0.6	-18%	x	12%	-7%	7%
CCN1CCN(CCC(=O)Nc2cc(OC)ccc2OC)CC1	1%	-1.1%	4	808	i	0.7	0%	x	-5%	-9%	6%	NS5 inhibitors pilot replicate=1.8
O=C(NCC(=O)N(c1ccccc1)C(C(=O)NC1CCCCC1)c1cccnc1)c1ccco1 (configuration not stated)	3%	1.3%	-31	766	i	3.3	14%	x	2%	-10%	12%

9 compounds out of the list, ordered by molar mass, descending.
SMILES	SIAH1 antagonists	HIV peptide binding	Hep lipid drop	Hep lipid drop cells 6.5 µM	Myeloid diff 2	Myeloid diff 2 GFP+ MAC1+ %	HEK293 NOD2/NF-kB	XIAP antagonists	NS5 inhibitors	LYP phosphatase	AID2073	others
O=C(NCC(=O)N(c1ccccc1)C(C(=O)NC1CCCCC1)c1cccnc1)c1ccco1 (configuration not stated)	3%	1.3%	-31	766	i	3.3	14%	x	2%	-10%	12%
COc1ccc(Cl)cc1N(C(=O)c1ccco1)C(C(=O)NC1CCCC1)c1ccco1 (configuration not stated)	10%	6.0%	-24	771	i	0.6	-18%	x	12%	-7%	7%
CCC(C)(C(=O)NC1CCCC1)N(CC1CCCO1)C(=O)CNC(=O)c1ccccc1 (configuration not stated)	-4%	-1.6%	-17	779	i	0.4	-3%	0.6%	2%	0%	4%
O=C(N/N=C/c1cccnc1)c1ccccc1OCc1ccc(Br)cc1	-1%	-0.2%	-7	751	i	1.1	-9%	-13%	-5%	-3%	-4%
CC1CN(S(=O)(=O)c2cccc(C(F)(F)F)c2)CN1C(=O)N1CCOCC1 (configuration not stated)	1%	-1.6%	-6	774	i	0.6	0%	x	3%	-9%	1%
CC(CC(=O)Nc1ccc(S(=O)(=O)Nc2ncccn2)cc1)c1ccccc1 (configuration not stated)	11%	-1.2%	8	669	i	0.4	4%	x	0%	-8%	5%
Nn1c(=O)c2ccccc2n2c(SCc3ccccc3)nnc12	-3%	0.4%	-2	741	x	x	-41%	-5.8%	-4%	-6%	16%
COc1ccc(Nc2nc(-c3cccs3)cs2)c(OC)c1	4%	1.2%	x	x	i	1.5	-90%	-10%	-11%	-7%	-9%
CCNC(=O)COC(=O)c1sccc1C	-4%	0.4%	0	619	i	0.4	-5%	-3.7%	-3%	-1%	27%

Carrying on:
SMILES	SIAH1 antagonists	HIV peptide binding	Hep lipid drop	Hep lipid drop cells 6.5 µM	Myeloid diff 2	Myeloid diff 2 GFP+ MAC1+ %	HEK293 NOD2/NF-kB	XIAP antagonists	NS5 inhibitors	LYP phosphatase	AID2073	others
CCCCC1CCC(/C(N)=N/O)CC1 (configuration not stated)	0%	1.5%	x	x	i	0.3	-11%	-12%	-3%	-8%	10%
COc1ccc(C(=O)CSC2=C(C#N)C3(CCCCC3)C(C#N)=C(N)N2)cc1	0%	-1.5%	x	x	i	8.0	14%	-6.1%	-5%	-4%	0%
CCN(CCNC(=O)C1CCN(S(=O)(=O)c2c(C)noc2C)CC1)c1ccccc1	2%	-0.4%	-5	683	i	1.4	-2%	-6.3%	0%	-10%	2%
CCCCCCCc1nn2c(=O)cc(O)nc2s1	4%	24%	-9	486	i	0.9	12%	-7.2%	7%	-5%	24%
S=C(NC1CCCCC1)N1CCOCCOCCN(C(=S)NC2CCCCC2)CCOCC1	-6%	0.5%	-10	682	i	0.4	6%	x	x	7%	-28%
CN(CC1CCCO1)S(=O)(=O)c1ccc(C(=O)NCc2ccccc2)cc1 (configuration not stated)	7%	0.4%	8	687	i	0.3	20%	-0.5%	-6%	-3%	-1%
Cc1ccc2c(c1)oc(=O)n2CC(=O)c1ccccc1	2%	-0.7%	-2	751	i	0.4	-8%	x	-6%	-8%	9%
O=C(NS(=O)(=O)Oc1ccc(F)c(Cl)c1)OC[C@@H]1CCCN2CCCCC12 (some centres not stated)	6%	0.4%	-4	685	i	0.2	14%	-0.8%	-1%	-6%	53%
C=CCSc1nnc2c(n1)OC(c1ccco1)Nc1ccccc1-2 (configuration not stated)	-9%	25%	-22	667	i	0.5	-5%	-1.6%	0%	-4%	-1%
CNC(=O)/C=C1\NC(C)(C)Cc2c1ccc1ccccc21	4%	-0.3%	x	x	i	0.9	16%	4.1%	-4%	5%	-6%
COCCn1c(C)cc(C(=O)COC(=O)c2n[nH]c3ccccc23)c1C	7%	-1.7%	7	629	i	1.3	-77%	-0.9%	-8%	2%	-1%
Cc1cccc(N2CCN(C(=O)c3ccc4c(c3)NC(=O)C(CSCc3cccc(F)c3)N4)CC2)c1C (configuration not stated)	0%	13%	-10	659	x	x	14%	x	x	2%	24%
Cc1nn(Cc2c(F)c(F)c(F)c(F)c2F)c(C)c1NC(=O)c1ccc(COc2ccc(F)cc2)o1	1%	0.5%	x	x	i	7.6	25%	-5.1%	3%	7%	-5%
CC(C)OC(=O)CN1C(=O)C(=O)c2ccccc21	4%	-0.8%	-10	747	i	0.8	6%	-0.4%	-4%	-7%	2%	NS5 inhibitors pilot replicate=-1.2
Cc1ccc(-c2nnn(CC(=O)NCCc3ccc4c(c3)OCO4)n2)cc1	0%	0.8%	-14	647	i	0.0	-18%	-6.3%	1%	-3%	24%
OCCN(CCO)Cc1csc2ccccc12	-7%	-2.0%	-12	542	i	0.4	5%	-1.8%	-10%	4%	-8%
CCOC(=O)N1CCN(CCC(=O)Nc2ccc(C)cc2)CC1	-2%	-0.6%	1	775	i	0.7	-8%	-3.1%	2%	-3%	1%
COc1cc(C=O)ccc1OCC(=O)N1CCCC1	9%	-1.2%	18	760	i	0.1	-8%	-4.3%	-6%	-6%	6%
CCN(CC)CCn1c(SCC(=O)Nc2cccc(OC)c2)nc2c(sc3ccccc32)c1=O	-3%	3.0%	-19	727	i	0.1	1%	-7.7%	5%	-10%	u
COC(=O)c1ccccc1NC(=O)CNC(=O)c1ccc(OC)c(OC)c1	-2%	-0.2%	-17	650	i	1.6	7%	-3.5%	-4%	-9%	34%
O=C(O)/C(=C\c1ccc(Cl)cc1)c1ccc(F)cc1	2%	6.0%	12	658	i	0.7	19%	-2.4%	-1%	5%	13%
COc1ccc(NC2=CC(c3ccc(OC)c(OC)c3)N(c3ccc(OC)cc3)C2=O)cc1 (configuration not stated)	-4%	2.9%	-6	775	i	0.4	17%	-4.7%	-1%	0%	-8%
CC(C)C(NC(=O)C1CCCCC1)C(=O)NC1CCCC(C)C1C (configuration not stated)	1%	1.2%	9	745	i	0.9	6%	x	-9%	-6%	4%
O=C(c1ccccc1F)N1CCN(Cc2nc3sc4c(c3c(=O)[nH]2)CCCC4)CC1	9%	0.9%	-1	693	i	0.4	18%	x	-1%	-7%	1%
NS(=O)(=O)c1ccc(CCNC(=O)c2ccccc2Cc2ccccc2)cc1	-3%	2.5%	-2	724	i	0.6	13%	x	-7%	1%	2%
CC1CCC(NC(=O)C2(C)CCC(=O)N2Cc2cccnc2)CC1 (configuration not stated)	1%	-1.4%	9	640	i	1.1	-2%	-2.2%	0%	-3%	-7%
CCNC(=S)N1CCC(c2nc3cc(C)c(C)cc3[nH]2)CC1	2%	1.7%	-3	709	i	0.2	-7%	-7.0%	-4%	1%	-7%
N#C/C(=C/c1ccc(O)c(O)c1)c1nc2ccccc2[nH]1	39%	37%	-1	400	+	7.2*	-35%	x	-65%	1%	-18%
COc1ccc(CN2C(=O)c3cccc4cccc2c34)cc1F	-3%	-0.9%	-1	743	i	0.3	8%	x	-3%	-4%	49%
COc1cc(C(CC(=O)Nc2ncccc2C)N2Cc3ccccc3C2=O)cc(OC)c1OC (configuration not stated)	-7%	-0.3%	-5	792	i	0.3	23%	x	-8%	-10%	6%
CCCCCCCCCCCCC(NC(C)=O)(C(=O)OCC)C(=O)OCC	-2%	2.5%	-8	726	i	1.0	-10%	x	-1%	11%	u
COc1cc(C)ccc1OCCON1C(=O)CCC1=O	-1%	-0.1%	1	704	i	0.4	12%	-2.5%	-2%	-6%	3%
COCCN(C(=O)CNC(=O)c1ccco1)C(C(=O)NC1CCCC1)c1ccccc1 (configuration not stated)	-5%	-0.4%	-8	775	x	x	-7%	x	-7%	-9%	1%
O=C(CCc1ccccc1)Nc1ccc(F)cc1F	2%	-2.3%	3	751	i	1.2	-9%	0.6%	-4%	-4%	-14%
CC1(C)C2C/C(=N\O)C(C)(/[N+]([O-])=C/c3cccc([N+](=O)[O-])c3)CC21 (configuration not stated)	6%	0.2%	-1	657	u	x	16%	-3.6%	-4%	-10%	0%
